AID inhibitor: inhibitors of human activation induced cytidine deaminase; Q9GZX7; AID deamination FRET fluorescence, UDG-coupled, 4 h; Potency, µM (highest dose often 115 µM), for inactives: top-dose activity change, negative = inhibition, hits mostly inhibitors; hit rate 0.32% among 91,000; AID 1347428; note: nearly all actives have a fitted effect of over 25% in size
Target sequence (Q9GZX7 whole entry, looked up): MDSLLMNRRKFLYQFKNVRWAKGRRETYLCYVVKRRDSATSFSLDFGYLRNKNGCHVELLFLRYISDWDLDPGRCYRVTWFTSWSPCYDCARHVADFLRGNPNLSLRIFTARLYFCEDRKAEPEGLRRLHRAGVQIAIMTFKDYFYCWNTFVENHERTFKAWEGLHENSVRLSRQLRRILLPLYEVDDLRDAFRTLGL
UDG counterscr: blocks uracil-DNA glycosylase in AID counter-screen; Potency, µM (highest dose often 115 µM), inactives show top-dose activity change, negative = inhibition, actives largely listed as inhibitors; hit rate 0.14% among 91,000; FRET deamination/UDG coupled assay, UDG read, 4 h; note: nearly all actives have a fitted effect of over 65% in size
An asterisk follows results filed as active; ? = inconclusive; & = joins results of further samples; [ ] = remark or other dose. Calls come from the whole dose curve; as a rule, active = well fitted curve in the direction sought with a large enough effect; inconclusive = small, poorly fitted or top-dose-only effect, or another doubt; inactive = no such curve, though single readings can be large; an effect the other way counts as inactive or inconclusive. % is set by controls: 0 for no effect and ±100 for the full control effect; potency is the fitted concentration of half-maximal effect. Only part of the results is shown; count on the stated rates, not on these rows.

SMILES	AID inhibitor	UDG counterscr
COc1cc(OC)c(NS(=O)(=O)c2cc3c(cc2C)NC(=O)CO3)cc1Cl	1%	11%
Cc1ccc(Cl)cc1-n1ncc2c(NCCCn3ccnc3)ncnc21	5%	21%
CCCn1ccc2c(OCC(=O)Nc3cc(C)ccc3C)cccc2c1=O	?	17%
Cc1oc2ccc(O)c(CN3CCOCC3)c2c1C(=O)Nc1ccccc1	9%	22%
CC1CN(C)C(C)CC1O (centres undefined)	-8%	-4%
COc1ccc(-c2nc(S(=O)(=O)c3ccc(C)cc3)c(N3CCCCC3)o2)cc1	-10%	-8%
COc1ccc(OC(=O)c2ccc(Br)cc2)c(C(C)=O)c1	1%	6%
C=CCOc1ccc(NC(=O)C(=O)c2c(C)[nH]c3ccccc23)cc1	-1%	-1%
CC(C)(C)OC(=O)NC(CC(N)=O)C(=O)O (centres undefined)	-12%	-10%
O=CN1CCN(C(=O)CCC(=O)O)CC1	-4%	-4%
CCOC(=O)c1[nH]c2c(c1Cc1ccccc1)C(=O)CC(c1ccc(OC)cc1)C2 (centres undefined)	?	-10%
CCONC(=O)c1cccc(CSC)c1	-5%	-9%
CCN(CC)CCCNC(=O)Cn1ncc2c3ccccc3n(Cc3ccccc3)c2c1=O	2%	-14%[57.5 µM]
Cc1ccc(-n2nc(CO)c(C(=O)NC(C)CCCc3ccccc3)n2)cc1 (centres undefined)	-3%	5%[57.5 µM]
COCCNC(=O)CCC(=O)N1Cc2cccc(OC)c2Oc2ncccc21	7%	11%
CCCN(CCC)C(=O)CSc1nc2ccccc2c(=O)n1-c1ccccc1	-9%	10%
Cc1ccc(C(CNC(=O)c2cc(=O)c3cc(Cl)c(C)cc3o2)N2CCCCC2)o1 (centres undefined)	-2%	4%
COc1ccc(NC(=O)c2ccc(NC(=O)N3CCSc4ncccc43)cc2)cc1	0%	-13%
Cc1coc2c(C)c3oc(=O)c(CC(=O)NCCc4ccc(Cl)cc4)c(C)c3cc12	9%	2%
Cc1ccc(C)c(N2CCN(C(=O)c3ccc(Nc4nc5ccccc5n5nnnc45)cc3)CC2)c1	-2%	8%
O=C(COC(=O)c1cc(-c2cccs2)nc2ccccc12)NCC1CCCO1 (centres undefined)	-3%	-1%
Cc1cccc(NC(=O)c2oc3ccc(S(=O)(=O)N4CCC5(CC4)OCCO5)cc3c2C)c1C	-15%	-14%
COC(=O)Cc1c(C)c2ccc(OCC(=O)OC(C)(C)C)cc2oc1=O	-4%	2%
CC(NC(=O)C(C)(C)C)c1ccc2c(c1)CCCC2 (centres undefined)	-13%	-1%
CCOc1ccccc1C(=O)Nc1c(NC)c2ccccc2oc1=O	-8%	6%
C[N+](C)(C)CCSSCC[N+](C)(C)C	-5%	-8%
COc1ccc(NC(=O)Nc2ccc(F)cc2F)c(OC)c1	-2%	-2%
COc1cccc(N2CCN(C(=O)c3cccn3-c3nnc(N4CCCC4)s3)CC2)c1	?	15%
COCCNc1oc(-c2ccc(Cl)cc2)nc1C#N	-2%	-5%
CCOC(=O)C1CCN(C(=O)C2CCN(C3=NS(=O)(=O)C(c4ccc(C)c(C)c4)=C3C)CC2)CC1	-24%	11%

Individual results from the list:
AID inhibitor result of CCCN(CCC)C(=O)CSc1nc2ccccc2c(=O)n1-c1ccccc1 → -9%
AID inhibitor result of CCOc1ccccc1C(=O)Nc1c(NC)c2ccccc2oc1=O → -8%
AID inhibitor result of Cc1ccc(C(CNC(=O)c2cc(=O)c3cc(Cl)c(C)cc3o2)N2CCCCC2)o1 (centres undefined) → -2%
UDG counterscr result of COc1cccc(N2CCN(C(=O)c3cccn3-c3nnc(N4CCCC4)s3)CC2)c1 → 15%
UDG counterscr result of Cc1ccc(C)c(N2CCN(C(=O)c3ccc(Nc4nc5ccccc5n5nnnc45)cc3)CC2)c1 → 8%

Next part.
SMILES	AID inhibitor	UDG counterscr
O=C(c1ccco1)N1CCC(C(=O)N2CCCCC2)CC1	-10%	23%
CSC1=N/C(=C\c2cccc(Cl)c2)C(=O)S1	-8%	-3%
CC(C)(C)c1coc2cc3oc(=O)c4ccccc4c3cc12	-5%	1%
COc1ccc(CNC(=O)Cn2nnc(-c3ccccc3F)n2)cc1	12%	-8%
COc1ccccc1C(=O)Nc1nc2nc(C)cc(=O)n2[nH]1	2%	-3%
CN(C)c1oc(-c2ccc(COc3ccccc3)o2)nc1C#N	-22%	-10%
Cc1cc(NS(=O)(=O)c2ccc(NC(=O)COc3ccccc3Br)cc2)no1	-19%	-4%
N#Cc1c(-c2ccc(Cl)cc2Cl)csc1N	4%	2%
COc1ccc(-c2nc(Nc3ccc(Cl)cc3)sc2C)cc1	-14%	-2%
CCOc1ccc(-c2nc(SCC(=O)Nc3ccc(C)c(C)c3)n3[nH]c(=O)cc3n2)cc1	?	5%
Cc1ccc(NC(=O)Cn2c(=O)n(CCC(=O)NCc3ccc4c(c3)OCO4)c(=O)c3sccc32)c(C)c1	2%	-4%
Cc1ccc(C(NS(=O)(=O)c2ccc(C)cc2)c2cccs2)cc1 (centres undefined)	-13%	-1%
O=S(=O)(Cc1nnnn1-c1ccccc1)c1ccccc1	0%	5%
CCc1ccccc1NS(=O)(=O)c1ccc(-c2cnc(C3CC3)o2)cc1	-4%	-1%
CC[C@@H](C)[C@H](NC(=O)CCn1ccc2ccc(F)cc21)C(=O)O	-1%	0%

Of the compounds above, 8 have a Cl atom:
SMILES	AID inhibitor	UDG counterscr
COc1cc(OC)c(NS(=O)(=O)c2cc3c(cc2C)NC(=O)CO3)cc1Cl	1%	11%
Cc1ccc(Cl)cc1-n1ncc2c(NCCCn3ccnc3)ncnc21	5%	21%
Cc1ccc(C(CNC(=O)c2cc(=O)c3cc(Cl)c(C)cc3o2)N2CCCCC2)o1 (centres undefined)	-2%	4%
Cc1coc2c(C)c3oc(=O)c(CC(=O)NCCc4ccc(Cl)cc4)c(C)c3cc12	9%	2%
COCCNc1oc(-c2ccc(Cl)cc2)nc1C#N	-2%	-5%
CSC1=N/C(=C\c2cccc(Cl)c2)C(=O)S1	-8%	-3%
N#Cc1c(-c2ccc(Cl)cc2Cl)csc1N	4%	2%
COc1ccc(-c2nc(Nc3ccc(Cl)cc3)sc2C)cc1	-14%	-2%

New compounds follow:
SMILES	AID inhibitor	UDG counterscr
O=C(COc1ncnc2c(Cl)cc(Cl)cc12)Nc1ccc(F)c(F)c1F	-2%	-3%
CCOC(=O)c1c(C)[nH]c(C)c1S(=O)(=O)NCC(=O)N1CCN(c2ccccc2F)CC1	3%	-9%
Cc1sc(C=O)cc1CN1CCOCC1	10%	-4%
S=c1sc2c(s1)SCCCCS2	1%	-7%
CC(Sc1nc(Cl)nc2nc[nH]c12)C(=O)N1CCN(c2ccccc2F)CC1 (centres undefined)	-2%	0%
CN1CCc2cc(NC(=O)Nc3cccnc3)ccc21	-5%	1%
CCCSC1=NC2(CCN(C(=O)NC3CCCCC3)CC2)N=C1c1ccc(Cl)cc1	-1%[57.5 µM]	-2%[57.5 µM]
CCOc1ccc(NC(=O)CCn2cccn2)cc1	12%	-2%
Cc1occc1-c1nnc(SCC(=O)Nc2ccc3c(c2)OC2(CCCCC2)O3)o1	-8%	-3%
CC(C)(C)c1ccc(C(=O)Nc2ccc(F)cc2F)cc1	-2%	5%
COC(=O)c1c(NC(=O)c2cc(=O)c3cc(C)cc(C)c3o2)sc2c1CCC2	-12%	-18%[57.5 µM]
CC(C)N(Cc1ccccc1)C(=O)c1nc(-c2ccc(Cl)cc2)n2c1CCCCC2	?	?
Cc1ccc(-c2nnc(Nc3ccc(Br)cc3)c3ccccc23)cc1S(=O)(=O)N1CCN(C)CC1	10%	-11%
Cn1c(=O)c2c(ncn2CC(=O)NCCc2ccc(F)cc2)n(C)c1=O	-9%	-8%
CCOc1ccc(-c2cn3c(n2)sc2cc(C(=O)NCCCN4CCCCC4)ccc23)cc1	-28%	0%
Cc1cc(Br)ccc1NC(=O)CC1CC2CCC1C2 (centres undefined)	2%	-2%
COc1ccc(-c2cc3ccc(OS(=O)(=O)c4ccccc4)cc3oc2=O)cc1	1%	1%
COc1ccccc1CNC(=O)c1cccc(N2CCCS2(=O)=O)c1	-10%	-13%
O=C(Nc1ccc(S(=O)(=O)Nc2ncccn2)cc1)c1ccccc1Cl	0%	-4%
N#C/C(=C\c1ccc(OCc2ccc(C#N)cc2)cc1)c1nc2ccccc2[nH]1	-13%	-8%
C#CCn1c(C2CC(=O)N(c3ccc(OC)cc3)C2)nc2ccccc21 (centres undefined)	10%	1%
Cc1c(NC(=O)c2ccc(C#N)cc2F)cccc1-c1nc2ccccc2o1	11%	-4%
COc1ccc(Cl)cc1NC(=O)CSc1nnc(C)n2c1cc1occc12	-14%	21%
CCc1cccc(C)c1NC(=O)c1nn(-c2ccccc2)c(=O)c2ccccc12	-9%	1%
CCCn1nc(C(=O)N(CC)c2ccccc2C)c2ccccc2c1=O	-20%	-8%
CC(C)C(c1ccc(O)cc1)c1ccc(O)cc1	2%	1%
CC1CCN(c2nc3c(S(=O)(=O)c4ccccc4)nnn3c3ccsc23)CC1	-10%	0%
Cc1ccccc1NC(=O)Cn1c(SCC(=O)Nc2ccc(F)cc2)nc2ccccc21	-1%	9%
COc1ccc(O)c(C(=O)/C=C/c2ccc(C)cc2)c1	-9%	0%
CCC(CC)Nc1nnc(C)c(C)c1C#N	50%[activator]	-10%
Cc1cc(Nc2cccc(Cl)c2)nc2ccc(NC(=O)C3CCC(C)CC3)cc12 (centres undefined)	50%[activator]	-9%
Cc1ccc(C2N3CC4(C)CN2CC(c2ccccc2)(C3)C4=O)cc1 (centres undefined)	-18%	4%
CCOc1ccc(CNC(=O)c2cc3c(=O)oc4ccc(C)cc4c3s2)cc1	6%	-9%
CCn1c(=O)cc(OCC(=O)N2CCN(c3ccc(C)cc3)C(C)C2)c2ccccc21 (centres undefined)	-18%	-4%
CCOC(=O)c1sc2cccc(F)c2c1S(=O)(=O)Nc1ccccc1F	-3%	13%
CCC(NC(=O)C1CCCO1)C12CC3CC(CC(C3)C1)C2 (centres undefined)	-6%	-4%
COc1cc2ncc3c(-c4ccccc4)nn(-c4ccc(C)cc4)c3c2cc1OC	?	?
Cc1cccc(C)c1OCCSc1nc2ccccc2n1CC(=O)O	7%	-4%
O=C(NCC(F)(F)F)c1cccnc1Nc1cccc(C(F)(F)F)c1	-4%	-3%
O=C(Nc1ccccc1F)c1nc(SCc2ccc(F)cc2)ncc1Cl	5%	5%
CCN(CC)c1ccc(C=Nc2ccc(F)cc2)cc1	29%	1%
CCc1ccccc1NC(=O)Cn1nnc(C(=O)NCc2ccco2)c1N	11%	-4%
COc1ccc(C2C(C#N)=C(N)OC(C(C)(C)C)=C2C#N)cc1 (centres undefined)	-8%	-9%
COC(=O)c1ccccc1OCc1ccccc1	-3%	-5%
CCCNc1nc2c(c(=O)n(C)c(=O)n2C)n1CC(O)COc1ccccc1 (centres undefined)	25%	12%
O=C(/C=C/c1ccc(OCc2ccccc2)cc1)c1cccnc1	-9%	3%
COc1cc2[nH]c(=O)n(CCCCCC(=O)N3CCN(c4cccc(C(F)(F)F)c4)CC3)c(=O)c2cc1OC	-30%	-10%
CCCCn1cnc2c1c(=O)n(CC(=O)Nc1cc(F)ccc1C)c(=O)n2CCCC	-1%	2%
Clc1ccc(Sc2ccnc3cc(Cl)ccc23)cc1	-3%	3%
COC(=O)c1ccc(Oc2c(C)oc3cc(OC(=O)c4ccccc4F)ccc3c2=O)cc1	-1%	-4%
CC(C)Cn1c(-c2ccccc2Cl)nc2ccccc21	-14%	-15%[57.5 µM]
CCOC(=O)c1cc2c(=O)n3ccccc3nc2n(Cc2ccco2)c1=NC(=O)c1cccc(F)c1	-9%	-3%
COc1ccc(CCNC(=O)CCCn2c(=O)c3ccccc3n(Cc3c(C)cc(C)cc3C)c2=O)cc1OC	11%	-3%
Cc1ncsc1C(=O)NC(C)c1ccc(F)cc1 (centres undefined)	-6%	2%
COc1ccc(-c2ccc(-c3noc(-c4cc(OC)cc(OC)c4)n3)c(OC)n2)cc1	7%	6%
C=CCc1c(C)nc2nc(SCC(=O)Nc3ccc(C)c(C)c3)nn2c1C	?	-4%
Cc1ccc(N(C)C(CNS(=O)(=O)c2ccccc2)c2ccccc2)cc1 (centres undefined)	8%	18%
CCOC(=O)c1c(C)[nH]c(C)c1S(=O)(=O)N(C)CC(=O)Nc1ccc(C)cc1C	-6%&-4%	-12%&1%
O=c1c(-c2ccccc2)coc2cc(OCCN3CCN(c4ccccc4)CC3)ccc12	-6%	6%
COc1ccc(NC(=O)c2ccc(Cl)cc2)c2cccnc12	8%	1%
The results go on.
SMILES	AID inhibitor	UDG counterscr
Cn1c(=O)sc2cc(NS(=O)(=O)c3ccc(C(C)(C)C)cc3)ccc21	2%	-20%
NC(CO)c1ccc(OCc2ccccc2)cc1 (centres undefined)	1%	-1%
CC1(C)CC(=O)C2=C(C1)OC(N)=C(C#N)C2c1cccnc1 (centres undefined)	-6%	-6%
Cc1ccn2c(Nc3c(C)cccc3C)c(-c3ccsc3)nc2c1	3%	5%
Cc1ccc(C(=O)CC(C(=O)O)c2c[nH]c3ccccc23)cc1 (centres undefined)	2%	-2%
CCCCN1CC(c2nc3ccccc3n2CCCCOc2cc(C)cc(C)c2)CC1=O (centres undefined)	?	?
Cc1ccc(Nc2nc(-c3ccc([N+](=O)[O-])cc3)cs2)cc1	4%	6%
O=C(NC1CC(=O)N(c2ccc(F)cc2)C1)c1ccc(S(=O)(=O)N2CCCCC2)cc1 (centres undefined)	2%	-9%
COc1ccc(OC)c(NC(=O)CN(C)S(=O)(=O)c2ccc(C(=O)N3CCOCC3)s2)c1	43%[activator]	18%
CCOc1ccc(NC2=CC(=O)CC(C)(C)C2)cc1	2%	4%
Brc1cccc(-c2nnn3c2nc(NCc2ccc4c(c2)OCO4)c2ccccc23)c1	32%[activator]	-3%

Source: PubChem BioAssay (National Center for Advancing Translational Sciences (NCATS))
